Compound activity (PubChem BioAssay)
Casp6 inh – caspase-6 (human) enzyme inhibition; P55212; purified caspase-6, Z-VEID-R110 cleavage fluorescence; inhibition, % at 12.5 µM; 350,000 compounds, 0.53% hits; AID 686996;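 active = mean inhibition across replicates at least about 35%, with every replicate also reaching that limit, limit read from the data; inconclusive = only one of the two criteria met; inactive = neither criterion met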;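 note: 0% = median of neutral control wells and 100% = no fluorescence left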
Target sequence (P55212 24-179 limits assumed): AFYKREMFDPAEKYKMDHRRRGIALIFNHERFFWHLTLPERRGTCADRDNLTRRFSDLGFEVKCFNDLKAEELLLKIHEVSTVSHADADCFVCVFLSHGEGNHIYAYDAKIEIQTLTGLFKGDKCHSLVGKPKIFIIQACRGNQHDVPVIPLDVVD
Target sequence (P55212 194-293 limits assumed): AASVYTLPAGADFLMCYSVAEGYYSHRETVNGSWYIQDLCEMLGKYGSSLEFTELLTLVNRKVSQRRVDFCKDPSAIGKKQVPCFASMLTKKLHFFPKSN
RAD54 inh – RAD54 (human) branch migration inhibition | Q92698 | RAD54 Holliday junction branch migration, FAM/BHQ fluorescence | inhibition, % at 10.4 µM | 360,000 compounds, 0.14% hits | AID 602329;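 active = mean normalized replicate activity at least 40 and at least half of replicates scoring 40 or more; inconclusive = only one of the two criteria met; inactive = mean below 40 and under half of replicates reaching 40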;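 note: 0% = median of neutral control wells and 100% = median of positive control wells; inhibitors cause a drop in the FAM fluorescence signal; in these data hits start at about 50%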
Target sequence (Q92698 whole entry, looked up): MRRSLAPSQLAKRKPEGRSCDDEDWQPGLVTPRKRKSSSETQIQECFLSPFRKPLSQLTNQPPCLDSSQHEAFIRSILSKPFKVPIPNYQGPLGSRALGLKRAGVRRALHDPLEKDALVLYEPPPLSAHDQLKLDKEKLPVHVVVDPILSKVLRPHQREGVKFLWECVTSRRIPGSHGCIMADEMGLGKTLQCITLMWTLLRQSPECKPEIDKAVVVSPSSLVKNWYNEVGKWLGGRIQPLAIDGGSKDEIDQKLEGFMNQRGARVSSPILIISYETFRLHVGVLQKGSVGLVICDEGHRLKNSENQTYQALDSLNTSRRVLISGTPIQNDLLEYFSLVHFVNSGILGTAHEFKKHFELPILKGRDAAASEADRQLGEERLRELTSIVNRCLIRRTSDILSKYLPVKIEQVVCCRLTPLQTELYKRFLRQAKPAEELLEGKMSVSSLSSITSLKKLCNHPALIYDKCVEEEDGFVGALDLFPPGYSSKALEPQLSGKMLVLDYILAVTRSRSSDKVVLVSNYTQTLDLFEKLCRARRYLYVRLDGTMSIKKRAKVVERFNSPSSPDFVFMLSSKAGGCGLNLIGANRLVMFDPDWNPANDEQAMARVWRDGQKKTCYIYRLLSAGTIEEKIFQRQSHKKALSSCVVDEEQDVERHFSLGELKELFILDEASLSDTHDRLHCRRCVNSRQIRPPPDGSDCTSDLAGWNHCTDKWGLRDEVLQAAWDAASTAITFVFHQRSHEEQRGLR
GSIS activator – GLuc luminescence reporter in INS-1E cells, primary screen for activators of glucose-dependent secretion of insulin; INS-1E GLuc reporter insulin secretion, 2-3 h; activation, % at 16.6 µM; 370,000 compounds, 0.61% hits; AID 743287;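 active = lowest replicate activation of at least 40%, so every replicate reaches that level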;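 note: 0% = median of neutral control wells and 100% = median of IBMX positive control wells; some compounds called inactive have numbers as strong as hits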
E-sel inducer – E-selectin induction on HUVECs; 260,000 compounds, 0.37% hits; HUVEC E-selectin immunofluorescence imaging; normalized: neutral wells 0, TNF-alpha wells 100; P16581; activation, % at 7.58 µM;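 active = mean E-selectin-positive cell signal at least 10% of the positive control, reached in at least 60% of replicates, without over 20% cell loss; inconclusive = no rule given, readout overlaps actives, possibly toxicity-flagged; inactive = the rest, including those meeting only one limit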;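 note: in these data hits start at about 27%; measured in HUVEC primary endothelial cells; signal is the percent of cells scored E-selectin positive by PE staining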
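Read-out: % PE-positive cells | Test system: HUVEC | Doses: One compound dose added by pin transfer | Buffer or medium: EGM-2 over gelatin coat | Signal: Immunofluorescence imaging | Benchmarks: TNF-alpha, DMSO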
RAD52 anneal inh – RAD52 (human) annealing inhibition; P43351; recombinant RAD52 DNA annealing, FRET fluorescence; inhibition, % at 18.7 µM; 360,000 compounds, 0.46% hits; AID 651710;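 active = every replicate showing at least 50% inhibition; inconclusive = mean inhibition at least 50% but not in every replicate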
DENV2 CPE – inhibitors of DENV2 cytopathic effect | DENV2-infected cells, cytopathic effect rescue, plate reader | CPE inhibition, % at 9.99 µM | 350,000 compounds, 1.7% hits; in the data active = CPE inhibition above about 20%, passing the limit was not always enough; inconclusive = no clear call, values can overlap the other calls; tested in BHK-21 cells;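 note: 0% = median of neutral control wells and 100% = median of positive control wells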
XiGFP reactiv – reactivates the inactive X chromosome in mouse fibroblasts; XiGFP mouse fibroblasts, % GFP-positive cells imaging, 3 d; cells co-treated with 5-aza-dC sensitizer; scaled so ellipticine positive control = 100%; activation, % at 7.58 µM; 360,000 compounds, 0.055% hits;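 active = mean normalized replicate activation at least 10% and every replicate at or above 10%; inconclusive = only one of the two criteria met; inactive = mean below 10% and not all replicates reach 10%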;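 note: 0% = median of on-plate neutral control wells and 100% = ellipticine 6 µM median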
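assay system = SV40-immortalized XiGFP fibroblast cells, line 68-5-11 | buffer or medium = DMEM plus 5-aza-dC sensitizer | doses = single-point pinned compound dosing | times = 3-day compound exposure, then 15 min fixation at room temperature | benchmarks = positive control ellipticine, 6 µM final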
F508del corr – CFTR F508del correction in bronchial cells; activity (quench increase), % at 7.58 µM; 350,000 compounds, 0.36% hits; CFBE cells, YFP halide quenching; stimulated with forskolin plus potentiator P3; % fluorescence drop versus neutral controls; AID 720511;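 active = mean added fluorescence quench of at least 8% versus neutral control, with both replicates also reaching 8%; inconclusive = only one of the mean or replicate conditions met; inactive = mean below 8% and not both replicates reaching 8%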;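 note: cells transiently co-express mutant CFTR-F508del with the halide-sensitive YFP; corrector assay measuring rescue of mutant channel to the surface after 24 h compound exposure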
Numbers without * were called inactive; ? = inconclusive; · = not tested or not shown. An unsorted share of the library; overall some 3.7% were active at least once.

SMILES	Casp6 inh	RAD54 inh	GSIS activator	E-sel inducer	RAD52 anneal inh	DENV2 CPE	XiGFP reactiv	F508del corr
CCOC(=O)C1CCN(c2c(NCCC(C)C)c(=O)c2=O)CC1	-2	-3	-5	4.4	-10	-4	-0.2	0.5
CN(Cc1ccon1)Cc1cn[nH]c1-c1ccc(-c2ccccc2)cc1	-6	·	-10	·	0	·	0.1	-0.2
O=C(CCN1C(=O)c2ccccc2C1=O)Nn1cnnc1	0	-15	8	·	-1	-1	·	-2.8
CN(C)S(=O)(=O)c1ccc(Cl)c(NC(=O)CSc2nnnn2-c2ccc(O)cc2)c1	0	·	13	2.2	-85	-1	-0.1	1.4
CCOc1ccc(Br)cc1S(=O)(=O)Nc1cccnc1	-2	-3	-3	·	-16	2	0.4	0.2
COc1cccc(COC(=O)c2ccc(S(=O)(=O)N3CCC(C)CC3)cc2)c1OC	3	-4	-3	-1.1	5	1	0.1	1.1
O=C(Cn1c(=O)cnc2ccccc21)N1CCN(S(=O)(=O)c2cccc([N+](=O)[O-])c2)CC1	-3	·	3	0.3	-8	-10	0.1	-0.9
C[C@H]1CN([C@@H](C)CO)S(=O)(=O)c2ccc(-c3ccc(C(=O)N(C)C)cc3)cc2O[C@H]1CN(C)C(=O)C1CCC1	4	7	2	0.0	-6	2	-0.9	0.0
CCCNS(=O)(=O)c1ccc(CCC(=O)Nc2ccc3c(c2)OCCO3)cc1	1	·	-34	-2.3	-7	3	0.0	·
O=C(NNC(=O)c1ccccc1F)c1ccc(S(=O)(=O)N2CCCCC2)cc1	1	-4	7	-0.1	-3	-3	0.6	-0.8
CCc1ccc(NC(=O)CSc2nc(C)cs2)cc1	0	-4	9	0.3	-6	-1	0.0	5.1
CC(=O)Oc1ccccc1C(=O)Nc1ccccc1C(=O)N1CCCCC1	2	2	1	2.0	7	6	0.0	-1.5
Cc1noc(C)c1NC(=O)Nc1cccc2c1O[C@H](CN(C)Cc1ccc(C(F)(F)F)cc1)[C@@H](C)CN([C@@H](C)CO)C2=O	1	-5	-13	-8.7	22	8	0.0	-5.5
Cc1nn(-c2ccccc2)nc1C(=O)c1c(C)[nH]n(-c2ccccc2)c1=O	3	3	·	·	-1	3	0.2	0.3
COCCn1c(-c2ccccc2)nc2ccccc21	·	-2	27	0.1	·	·	1.7	·
CCOC(=O)c1nc2sc3c(c2c(=O)[nH]1)CCC(C)C3 (configuration not stated)	0	·	18	3.6	-24	-9	0.1	1.1
C=C1CN(CC(=O)OC)S(=O)(=O)c2ccccc21	0	6	-5	0.2	-23	-9	0.0	1.1
CN(C)CCN1CCN(C2CN(Cc3cn(Cc4ccc(C(F)(F)F)cc4)nn3)S(=O)(=O)C2)CC1 (configuration not stated)	-84	·	12	?	-17	-9	0.1	-0.8
CCN(CC)c1ccc2c(cc1=O)[C@@H](NC)CCc1cc(OC)c(OC)c(OC)c1-2	-8	-2	-7	2.7	1	-1	1.3	9.5*
CCOC(=O)[C@@H]1[C@H]2COc3ccc(Br)cc3[C@@H]2N2C(=O)N(c3ccc(C(F)(F)F)cc3)C(=O)[C@@]12C	2	12	-17	0.0	-12	-4	-0.1	-1.6
CCCOc1ccc(F)cc1-c1cc(C(=O)NCc2ccccc2OC)[nH]n1	3	3	-3	0.2	-8	5	0.0	2.5
Cc1ccccc1-n1c(SCC(=O)c2c(N)n(C)c(=O)n(C)c2=O)nnc1-c1cccnc1	-5	·	-3	·	-47	6	0.3	1.6
O=C(NN1CCOCC1)c1ccc([N+](=O)[O-])cc1	-1	-1	10	·	-9	-2	0.2	1.1
Cc1noc(C)c1NC(=O)N[C@@H]1CC[C@H](CC(=O)N2CCCCC2)O[C@@H]1CO	0	4	-8	-0.3	4	?	-0.6	-1.5
C[C@H]1CN([C@@H](C)CO)C(=O)c2cccc(NS(C)(=O)=O)c2O[C@H]1CN(C)S(=O)(=O)c1ccccc1	0	-1	18	0.1	4	0	0.2	-2.8
C[C@H]1CN([C@@H](C)CO)C(=O)c2cccc(NC(=O)C3CCCCC3)c2O[C@@H]1CN(C)C(=O)NC1CCCCC1	-1	6	4	0.0	-13	-4	-0.1	-0.8
Cc1cc(C)c(C(=O)COC(=O)c2ccc(NC(=O)CC#N)cc2)cc1C	-2	-5	23	5.9	-90	-5	0.0	-1.9
COc1cc(OC)cc(C(=O)Nc2nc(CC(=O)NCc3ccccc3OC)cs2)c1	-2	1	-30	0.1	-1	1	0.0	-2.0
CC1CCCCC1NC(=O)c1nnc(Cc2ccc(Cl)cc2)o1 (configuration not stated)	-1	0	-16	-0.1	3	7	0.3	-1.1
O=C(CSc1nnc(-c2csc3c2CCCC3)o1)Nc1ccccc1	-2	14	2	-0.2	-40	-5	0.2	-0.9
CN1CCN(C(=O)c2ccc(CS(=O)Cc3ccc(Cl)cc3)o2)CC1 (configuration not stated)	1	-5	-19	-0.2	-6	15	0.0	0.6
Cc1ccccc1OCC(O)CN1C(=O)c2ccccc2C1=O (configuration not stated)	-1	·	25	·	1	3	0.0	4.6
CCOC(=O)CSc1ccc(S(=O)(=O)N2CCC(C)CC2)cc1[N+](=O)[O-]	-4	1	-10	·	-5	·	0.0	0.1
C#CCN1C(=O)[C@]2(OC[C@@H]3Cc4ccccc4[C@@H]3C=C2C)c2ccccc21	-1	·	-28	0.0	-12	-11	0.3	1.7
Cn1c(=O)c2cc(NC(=O)NCCc3ccccc3)ccc2n1Cc1ccc(F)cc1	·	7	·	-0.8	-2	7	0.0	-2.3
O=C(NCCCN1CCCC1)c1ccc2c(c1)N(Cc1ccccc1F)C(=O)c1ccccc1S2=O (configuration not stated)	-18	·	21	·	15	0	0.0	-2.4
COc1cccc(C2C(C(=O)c3ccc(C)o3)=C(O)C(=O)N2c2cc(C)on2)c1 (configuration not stated)	13	-7	-8	·	-26	19	0.0	1.1
O=C(C[n+]1cc(-c2ccc(Cl)c(Cl)c2)n2c1CCC2)c1cccs1	0	8	2	3.3	-2	-1	-0.1	0.7
O=C1CC2c3cc(Br)ccc3CCN2C(=O)CN1Cc1ccccc1 (configuration not stated)	-1	·	3	0.1	-15	-3	0.3	0.7
COC(=O)/C=C1/SC(=Nc2ccc(Cl)c(Cl)c2)NC1=O	-1	6	-7	6.7	-7	8	0.4	-1.9
Cc1cc(-n2c(C)cc(C(=O)COc3ccc(Cl)cc3C(N)=O)c2C)no1	2	-15	7	0.5	-28	7	0.1	-3.0
C[C@H](CO)N1C[C@H](C)[C@@H](CN(C)Cc2ccc(Oc3ccccc3)cc2)Oc2ccc(NC(=O)Nc3cccc4ccccc34)cc2CC1=O	21	0	-5	·	-5	-7	0.0	-0.5
COc1cccc(CN(C)CC(=O)Nc2ccccc2C(=O)Nc2ccccc2)c1OC	1	-3	-3	2.0	-14	20	0.0	-1.9
OCCC1CN(Cc2nc3ccccc3s2)CCN1C1CCCC1 (configuration not stated)	-3	-6	7	5.2	-5	9	0.1	2.5
CCCC(=O)Nc1ccc2c(c1)C(=O)N(C)[C@@H]1CC[C@@H](CC(=O)N3CCc4ccccc4C3)O[C@@H]1CO2	·	-19	-16	0.1	·	-5	-0.1	-2.6
CCN(CC)S(=O)(=O)c1ccc2c(c1)[nH]c(=S)n2CC	6	·	2	2.8	-2	8	-0.8	-1.7
Cc1cc(NC(=O)C(C)SCC(=O)Nc2cccc(S(=O)(=O)N3CCCCCC3)c2)no1 (configuration not stated)	-50	0	·	-0.6	18	-8	0.1	-0.1
COc1cccc(C(=O)Nc2ccc3c(c2)C(=O)N(C)C[C@@H](OC)[C@H](C)CN(C(=O)C2CCCC2)[C@H](C)CO3)c1	-1	-26	-20	0.3	-10	7	0.0	-2.5
Cc1ccsc1CCNC(=O)C1CCC(=O)N(CCc2cccc(F)c2)C1 (configuration not stated)	-6	9	-7	-0.2	-24	-3	0.2	-0.8
COCCN(C(=O)CCC(=O)Nc1ccccn1)C(C(=O)NCCC(C)C)c1ccc(F)cc1 (configuration not stated)	·	-12	4	·	-18	-1	0.4	-0.2
C[C@@H]1CCCCO[C@@H](CN(C)Cc2ccc(C(=O)Nc3ccccc3N)cc2)[C@@H](C)CN([C@H](C)CO)C(=O)c2cc(NC(=O)c3ccncc3)ccc2O1	-3	·	8	0.2	-15	13	-0.9	-0.5
Cc1nnc(NC(=O)CC(NC(=O)C(F)(F)F)c2ccccc2)s1 (configuration not stated)	-2	·	-5	3.2	-9	-6	0.2	1.3
C[C@H]1CN([C@@H](C)CO)C(=O)c2cccc(NS(=O)(=O)c3ccccc3)c2O[C@@H]1CN(C)S(=O)(=O)c1ccccc1	0	-8	20	0.1	-8	17	-0.5	-2.7
O=c1nc(SCc2ccc(Cl)cc2)nc(-c2ccccc2)[nH]1	-1	-4	-4	7.8	-15	1	0.3	-0.5
CC(C)C[C@H](NC(=O)[C@@H]1Cc2c([nH]c3ccccc23)C2c3ccccc3C(=O)N21)C(=O)N1CCC[C@@H]1C(=O)O (some centres not stated)	-1	6	-11	·	-15	?	·	0.5
CC(/C=N/NC(=O)c1ccccc1F)=C\c1ccccc1	-1	-1	-5	-0.3	-15	-2	0.2	-0.2
O=C(Nc1ccc2c(c1)[C@H]1C[C@H](CC(=O)N3CCCCC3)O[C@@H](CO)[C@H]1O2)Nc1ccccc1F	36*	4	-12	-0.1	-6	1	0.2	-0.4
CCCNC(=O)C1(C)CCN(C(=O)c2cccnc2Oc2ccccc2)C1 (configuration not stated)	-2	10	-11	0.0	0	?	-0.1	-2.4
CCCNC(=O)Nc1ccc2c(c1)C(=O)N(C)C[C@@H](OC)[C@@H](C)CN(C(=O)CC)[C@H](C)CO2	·	-1	-3	0.9	·	·	0.2	-0.7
C[C@H]1CN([C@@H](C)CO)C(=O)Cc2cc(NC(=O)Nc3cccc4ccccc34)ccc2O[C@H]1CN(C)Cc1ccc(C(F)(F)F)cc1	5	-2	-1	·	-16	33*	1.1	2.5
CC(=O)Nc1ccccc1-c1nc2cc(C#N)c(C#N)cc2[nH]c1=O	0	-14	-3	0.3	-11	2	0.1	-1.5
Cc1nn(C)c(N)c1-c1ccccc1	3	0	2	2.0	6	10	0.7	3.7
CCCCS(=O)(=O)N1CCCC(C(=O)Nc2ccc3c(c2)CCC3)C1 (configuration not stated)	-5	3	5	0.8	-8	-11	0.0	0.0

One compound at a time, as listed above. Order of values: Casp6 inh	RAD54 inh	GSIS activator	E-sel inducer	RAD52 anneal inh	DENV2 CPE	XiGFP reactiv	F508del corr
COCCN(C(=O)CCC(=O)Nc1ccccn1)C(C(=O)NCCC(C)C)c1ccc(F)cc1 (configuration not stated) in the list: ·	-12	4	·	-18	-1	0.4	-0.2
C[C@H]1CN([C@@H](C)CO)C(=O)c2cccc(NS(=O)(=O)c3ccccc3)c2O[C@@H]1CN(C)S(=O)(=O)c1ccccc1 in the list: 0	-8	20	0.1	-8	17	-0.5	-2.7
CC(/C=N/NC(=O)c1ccccc1F)=C\c1ccccc1 in the list: -1	-1	-5	-0.3	-15	-2	0.2	-0.2
